Source: PubChem BioAssay
RTF Ca sens inh = cardiac RTF calcium desensitization; IANBD-labeled cardiac RTF, Ca2+ fluorescence; inhibition, % at 7.15 µM; hit rate 0.12% among 340,000; AID 493244;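 active means inhibition above the mean inhibition of all tested compounds plus 3 SD, cut at about 17% in these data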;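 further: assay run at fixed EC70 calcium of 1.6 mM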
CAL PDZ FP-1 = inhibitors of human CAL PDZ peptide binding; Q9HD26; inhibition, % at 24.9 µM; purified CAL PDZ, TMR-peptide fluorescence polarization, 1 h; hit rate 0.92% among 300,000; AID 602252;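 active means mean inhibition of at least 30% with at least half of replicates also reaching 30%; inconclusive means no clear call, values can overlap the other calls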;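 further: 0% = DMSO neutral control and 100% = excess unlabeled competitor peptide PRC23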
PKA-R2B act = activates the human PKA-R2B holoenzyme complex; P22694+P31323; PKA-R2B holoenzyme dissociation, Cy5-IP20 fluorescence polarization; R2B truncated from residue 108, S112A mutant; 0% DMSO only, 100% 113 µM cGMP; activation, % at 11.4 µM; hit rate 0.079% among 340,000;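 active means activation above a cutoff set at the mean over all compounds plus 3 SD, cut at about 18% in these data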;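 further: higher means more holoenzyme dissociation and a rise in polarization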
Target sequence (P31323 whole entry, looked up, other chains not shown, the tested form may be a part): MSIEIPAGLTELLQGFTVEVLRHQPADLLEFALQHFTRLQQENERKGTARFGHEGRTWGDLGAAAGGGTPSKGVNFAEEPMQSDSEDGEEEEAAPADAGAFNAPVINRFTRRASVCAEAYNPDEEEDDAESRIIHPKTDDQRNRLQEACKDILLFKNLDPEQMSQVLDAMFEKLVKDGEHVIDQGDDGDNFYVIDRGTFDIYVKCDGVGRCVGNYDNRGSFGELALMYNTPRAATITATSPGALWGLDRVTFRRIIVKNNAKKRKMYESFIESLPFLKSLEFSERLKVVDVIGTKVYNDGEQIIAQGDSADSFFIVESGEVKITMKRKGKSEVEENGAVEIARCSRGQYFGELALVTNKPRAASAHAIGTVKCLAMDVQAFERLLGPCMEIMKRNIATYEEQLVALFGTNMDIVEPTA
Rtt109 Vps75 = blocks Candida albicans Rtt109/Vps75 acetyltransferase activity | Q5AAJ8 | purified Rtt109/Vps75, ThioGlo CoA-SH fluorescence, 4 h | inhibition, % at 34.9 µM | hit rate 0.16% among 330,000 | AID 540336;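 active means inhibition of at least 50% in every replicate; inconclusive means best replicate reaches 50% inhibition but some replicates fall short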
SR-BI DiI-HDL act = enhances SR-BI lipid uptake from DiI-HDL; CHO ldlA[mSR-BI] cells, DiI-HDL uptake fluorescence, 3 h; 100 = double the neutral-control signal; AID 504775; activation, % at 12.5 µM; hit rate 0.096% among 320,000;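 active means mean replicate activation of at least 60% and every replicate at or above 60%; inconclusive means mean or all-replicate condition met, but not both; inactive means mean below 60% and not all replicates reaching 60%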;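 further: 0% = median plate neutral-control signal and 100% = twice that signal; values of inactives mirror those of a sister screen read the other way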
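Test system: SR-BI-overexpressing, LDLR-lacking CHO cells. Measured by: DiI fluorescence, bottom read. Medium: Ham's F12 with 0.5% BSA, HEPES 25 mM, pH 7.4. Timing: 3 h uptake period with compound, 37 °C.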
cardiac RTF act = cardiac RTF calcium sensitization; P19429+P45379; IANBD-labeled TnC RTF fluorescence at EC20 calcium; 0% EC20 calcium, 100% full calcium; activation, % at 7.2 µM; hit rate 0.24% among 340,000; AID 493008;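 active means activation above the mean over all tested compounds plus 3 SD, cut at about 30% in these data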;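 further: rise in fluorescence read as greater calcium sensitivity of cardiac thin filaments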
Keap1-Nrf2 PPI = disrupts human Keap1 binding to Nrf2 peptide. Q14145. Keap1 Kelch-Nrf2 peptide fluorescence polarization, 1536-well. inhibition, % at 9.4 µM. hit rate 0.15% among 340,000; in the data active means inhibition above about 12%; inconclusive means no clear call, values can overlap the other calls; inactive means below about 7.3%;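 further: human Keap1 Kelch domain with fluorescein labeled Nrf2 9mer peptide probe; 0% = neutral control wells and 100% = peptide positive control; higher means more block of Keap1 binding to Nrf2 peptide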
Target sequence (Q14145 whole entry, looked up, the tested form may be a part): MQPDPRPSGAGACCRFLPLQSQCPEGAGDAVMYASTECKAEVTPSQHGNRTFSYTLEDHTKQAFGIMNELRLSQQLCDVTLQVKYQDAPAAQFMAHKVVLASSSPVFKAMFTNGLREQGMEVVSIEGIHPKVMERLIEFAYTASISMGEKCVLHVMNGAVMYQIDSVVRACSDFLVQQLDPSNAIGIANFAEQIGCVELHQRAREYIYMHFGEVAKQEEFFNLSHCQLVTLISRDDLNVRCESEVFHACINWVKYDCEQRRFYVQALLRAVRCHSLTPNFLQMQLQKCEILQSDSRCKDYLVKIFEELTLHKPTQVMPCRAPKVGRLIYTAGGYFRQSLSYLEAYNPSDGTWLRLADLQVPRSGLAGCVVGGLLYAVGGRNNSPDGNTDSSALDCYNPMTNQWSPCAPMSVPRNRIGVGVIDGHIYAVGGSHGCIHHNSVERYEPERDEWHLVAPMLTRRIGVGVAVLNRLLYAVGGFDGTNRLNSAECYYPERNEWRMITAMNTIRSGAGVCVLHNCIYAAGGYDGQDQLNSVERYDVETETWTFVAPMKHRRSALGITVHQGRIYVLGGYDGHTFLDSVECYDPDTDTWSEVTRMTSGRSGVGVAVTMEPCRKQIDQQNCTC
DAGLB inh = blocks human DAGLB lipase activity. HEK293T DAGLB membrane lysate, EnzChek fluorogenic substrate. hit rate 0.059% among 340,000. Q8NCG7. inhibition, % at 5.17 µM; in the data active means inhibition above about 34%;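 further: 0% = enzyme with vehicle and 100% = wells lacking enzyme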
CAL PDZ FP-2 = human CAL PDZ-peptide interaction inhibition. Q9HD26. purified CAL PDZ, TMR-peptide fluorescence polarization, 1 h. inhibition, % at 20 µM. hit rate 0.02% among 330,000. AID 504414;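 active means highest replicate inhibition of at least 40%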;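 further: plate controls were DMSO neutral control wells for no effect and unlabeled competitor peptide control wells for full effect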
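Test system: tagged CAL PDZ domain / Buffer or medium: sodium phosphate/NaCl buffer pH 7.4 with TCEP, IgG, Thesit / Reagent: TMR-labelled reporter peptide T*-PRC34 bound in PDZ groove / Compound dosing: single point, 20 µM / Schedule: 1 h incubation at room temperature before polarization reading / Technique: fluorescence polarization (mP) / Benchmarks: unlabelled peptide, DMSO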
C-LANA FP = inhibitors of KSHV LANA C-terminal domain DNA binding. MBP-C-LANA/FAM-LBS DNA binding, fluorescence polarization. inhibition, % at 9 µM. hit rate 0.078% among 340,000;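 active means highest replicate inhibition at or above 60% at 9 µM, even if other replicates fall short; inactive means all replicates below 60% inhibition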;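 further: 0% = neutral control wells and 100% = 4 µM acridine orange control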
* marks the source's active call; other numbers are inactive results; ? = inconclusive; / = not tested or not shown.

structure | RTF Ca sens inh | CAL PDZ FP-1 | PKA-R2B act | Rtt109 Vps75 | SR-BI DiI-HDL act | cardiac RTF act | Keap1-Nrf2 PPI | DAGLB inh | CAL PDZ FP-2 | C-LANA FP
Cc1cc(N/C=C(\C#N)S(=O)(=O)c2ccccc2Cl)nc(C)n1 | 4.8 | -3.5 | 2.4 | -7.7 | 8.6 | -8.9 | -3.0 | 1.1 | 0.9 | -0.8
Cc1ccc(-c2nn(-c3ccccc3)cc2C(=O)NCC(c2cccs2)N2CCOCC2)cc1 (centres undefined) | -3.4 | / | 11.0 | -2.9 | -33.9 | -19.3 | 2.3 | -1.5 | -0.8 | 1.3
CCCCc1nnc(NC(=O)C2CCN(c3ncnc4sc(C)c(C)c34)CC2)s1 | -18.4 | -6.1 | -15.8 | -8.6 | -18.1 | -16.1 | 0.2 | 0.4 | -1.8 | -0.2
COc1ccc(-n2nnnc2SC(C)C(N)=O)cc1 (centres undefined) | 7.1 | -2.8 | -3.3 | 5.8 | 16.2 | 1.1 | 0.1 | -4.3 | -3.0 | 0.6
CCOC(=O)c1[nH]c2ccc(C)cc2c1N=CN(CC)CC | 2.4 | -4.8 | -3.1 | 5.8 | 33.5 | 5.8 | -4.5 | -4.0 | 0.9 | -2.4
COCCN1C(=O)N(c2cccc(OC)c2)C(=O)C1CC(=O)Nc1ccc(OC)cc1 (centres undefined) | -0.3 | -4.3 | 0.2 | -5.8 | -4.8 | 4.7 | -1.4 | 1.9 | -0.4 | 0.2
O=C(CCN1C(=O)c2cccc3cccc(c23)C1=O)Nc1ccccc1 | -11.3 | -2.1 | -1.7 | -7.1 | 24.3 | 0.6 | 2.3 | -1.8 | -1.9 | -1.7
COc1ccccc1N(CC(=O)Nc1cc(C)on1)S(=O)(=O)c1cccc(C(F)(F)F)c1 | -13.2 | -2.7 | -2.1 | 4.9 | 11.1 | -2.5 | -0.2 | -6.9 | -0.5 | 2.2
Cc1cc(=O)oc2cc(OCC(=O)NCCCN3CCOCC3)c(Cl)cc12 | -1.1 | -3.5 | 10.6 | -8.5 | 6.1 | -4.6 | -0.2 | 1.9 | -1.8 | -0.9
O=[N+]([O-])c1ccccc1SNc1ccc(Br)cn1 | 7.1 | 0.3 | -6.7 | / | -15.6 | 2.9 | -2.6 | 0.2 | -2.7 | -0.7
O=C(NCc1ccco1)c1ccc2c(=O)n(-c3ccccc3)c(=O)n(Cc3cccc(F)c3)c2c1 | 4.3 | / | -3.8 | 9.6 | 5.8 | 4.8 | -3.9 | -2.0 | 0.5 | 3.7
CCOC(=O)C1CCN(c2nc3ccccc3nc2C(C#N)C(=O)OC(C)COC)CC1 (centres undefined) | 0.0 | -1.5 | 12.5 | -46.2 | 9.6 | -2.4 | ? | 0.6 | -2.8 | 0.3
CCOC(=O)C1(CC2CC2)CCN(S(=O)(=O)/C=C/c2ccccc2)CC1 | -3.8 | -0.2 | -0.9 | -2.0 | -2.6 | 5.2 | -3.9 | -11.1 | -0.1 | 0.7
COc1cccc(Nc2nc3cc(OC)ccc3cc2C#N)c1 | -1.3 | -6.6 | -1.1 | -22.8 | -45.2 | 2.7 | -3.2 | -5.5 | -2.4 | 0.4
CC(C)(C)c1ccc(C(=O)N2CCC(C(=O)N3CCCCC3)CC2)cc1 | -9.0 | -4.7 | 19.2* | 5.4 | -9.9 | -3.7 | 5.3 | -0.5 | -3.4 | -0.4
CCOc1cc(/C=N/N=C2/NC(=O)C(CC(=O)O)S2)ccc1OS(=O)(=O)c1ccc(C)cc1 (centres undefined) | 5.8 | -2.0 | 4.9 | 2.8 | 9.0 | 3.9 | -1.5 | 4.7 | -1.1 | -2.5
Cc1cc(SCC(=O)c2cccs2)nc2c(C)cccc12 | -11.7 | / | -0.4 | 3.1 | -9.2 | 4.1 | 5.0 | -9.7 | -2.9 | 1.0
CNS(=O)(=O)c1cn(CC(=O)NCc2ccccc2OC)cc1S(=O)(=O)NC | -2.8 | -3.1 | 3.3 | 12.2 | -1.4 | -1.0 | 1.3 | 2.6 | -1.5 | -1.3
Cc1nnc(SCC(=O)NNC(=O)c2ccc(Cl)cc2)s1 | -5.1 | -6.8 | 2.5 | -4.1 | / | 1.7 | -0.2 | 0.4 | -2.6 | -0.2
Cc1ccsc1C(=O)OCC(=O)N(C)C1CCCCC1 | 3.1 | -0.5 | 7.7 | -4.2 | 3.1 | 2.2 | -1.6 | -2.5 | 0.7 | -1.9
CCOc1ccc(NC(=O)c2nnn(CC(=O)Nc3ccccc3OC)c2N)cc1 | -9.7 | 2.6 | -1.5 | -6.4 | -39.1 | -4.2 | -3.9 | 1.5 | -0.1 | -0.9
Oc1cccc2cc3cccc(O)c3c(O)c12 | -6.2 | -5.2 | -2.7 | 1.9 | 1.0 | 2.8 | -3.8 | 0.9 | -1.1 | -0.5
N#Cc1ccccc1OCC(=O)NCCNC(=O)COc1ccccc1C#N | -3.1 | -1.8 | 6.0 | 0.0 | 10.0 | 6.4 | 6.0 | 3.0 | -1.3 | -0.5
Cc1ccc2occ(/C=N/NC(N)=S)c(=O)c2c1 | -13.6 | / | 7.4 | 3.1 | -15.0 | 6.9 | -2.1 | 6.1 | -1.9 | 0.6
O=C(O)CCCC(=O)Nc1ccc(C(=O)N2CCCCC2)cc1 | -3.4 | -1.4 | -11.4 | -2.4 | 4.5 | -2.1 | 7.0 | 0.9 | -0.7 | 0.7
COCCNC(=O)CS(=O)Cc1nc(-c2ccccc2C)oc1C (centres undefined) | 0.8 | / | 6.1 | -0.8 | 12.3 | -0.2 | -7.6 | 0.2 | -1.3 | -0.4
CNC(=O)c1cc(S(=O)(=O)N(C)C)ccc1Cl | 0.4 | -2.3 | -2.0 | 10.0 | 29.7 | 0.8 | -0.2 | -2.2 | 0.4 | 0.2
COc1ccc(C(=O)OCCCN(C)C)cc1OC | 5.9 | -1.8 | -9.2 | -8.4 | 41.8 | 0.7 | 0.9 | 2.0 | -0.1 | -0.1
NNC(=S)Nc1c(F)cc(F)cc1Br | 1.9 | 6.3 | -7.2 | 8.8 | 1.5 | -1.7 | -4.0 | -1.4 | 0.9 | 0.6
COC(=O)c1c(NC(=O)c2ccco2)sc(C)c1C | -13.4 | -2.2 | -4.7 | / | -50.2 | -1.2 | -7.6 | -5.5 | -0.2 | 0.2

Copied from the list.
CAL PDZ FP-1 with Cc1cc(=O)oc2cc(OCC(=O)NCCCN3CCOCC3)c(Cl)cc12 stands at -3.5
SR-BI DiI-HDL act with Cc1cc(N/C=C(\C#N)S(=O)(=O)c2ccccc2Cl)nc(C)n1 stands at 8.6
DAGLB inh with CCOc1ccc(NC(=O)c2nnn(CC(=O)Nc3ccccc3OC)c2N)cc1 stands at 1.5

New compounds follow:
canonical_smiles	RTF Ca sens inh	CAL PDZ FP-1	PKA-R2B act	Rtt109 Vps75	SR-BI DiI-HDL act	cardiac RTF act	Keap1-Nrf2 PPI	DAGLB inh	CAL PDZ FP-2	C-LANA FP
O=C(NCCc1cccc(F)c1)/C(=C/c1cccnc1)NC(=O)c1ccccc1	0.2	2.5	-7.0	-6.4	4.1	-2.1	3.5	-1.0	-3.2	-0.4
N#Cc1c(N2C(=O)Nc3ccccc3N2O)sc2c1CCCCCC2	3.7	2.6	1.9	-1.5	25.1	-2.6	1.1	14.8	-1.5	-0.2
COc1cc(C2C(C(=O)N3CCOCC3)=C(C)NC3=C2C(=O)CCC3)ccc1OC(C)=O (centres undefined)	0.5	4.4	-0.3	-5.8	25.6	-1.1	-3.8	-2.3	0.9	0.3
Cc1ccc(OC(C)C)c(CN(CCO)CCO)c1	-2.2	-2.1	-2.6	1.3	-6.8	-0.9	-1.9	-0.3	1.1	2.7
CS(=O)(=O)N(CC(=O)Nc1ccccc1F)C1CCCCC1	1.1	-1.9	12.0	-0.8	23.9	3.6	-9.7	0.1	-0.9	0.6
CCNC(=O)C(CCSC)NS(=O)(=O)c1ccc(C)cc1 (centres undefined)	3.5	1.4	-11.7	-1.5	8.3	13.2	-7.2	-1.1	-1.3	0.8
Cc1ccc(Cn2c(SCC(=O)N(C)C3CCS(=O)(=O)C3)nc3ccccc3c2=O)cc1 (centres undefined)	-3.4	-0.9	-7.4	-1.6	-18.1	2.3	-2.5	-2.9	-4.6	-0.1
O=C1OC(c2ccc(Br)cc2)=N/C1=C\c1ccco1	/	-4.6	/	-0.2	8.4	/	-2.3	/	0.7	-0.8
CCCC(=O)Nc1ccc(NC(=O)c2cccc(OC)c2)cn1	2.1	-4.7	15.6	2.1	-22.6	-2.9	0.9	1.5	-0.2	0.6
O=C(COC(=O)c1c[nH]c(=O)[nH]c1=O)Nc1cccc([N+](=O)[O-])c1	7.2	-5.4	-4.2	-3.0	-9.6	-2.7	-2.6	-3.2	1.8	0.2
NC(=O)C1CCN(c2nc(-c3ccccc3)nc3ccccc23)CC1	-2.4	-3.7	3.6	-0.2	-8.6	-5.6	-0.5	-1.4	-2.6	1.3
N=c1c(C(=O)NCc2ccco2)cc2c(=O)n3ccccc3nc2n1CC1CCCO1 (centres undefined)	-21.9	-4.5	-16.7	-44.8	-1.2	2.8	-3.0	8.1	-4.2	0.2
COc1ccc(NC(=O)CSc2n[nH]c(=O)n2C2CC2)cc1OC	0.2	-1.3	-1.3	0.1	3.2	3.1	3.8	-1.3	-1.3	-1.3
CN(C)/C=N/c1nc2ccc3c(c2s1)CCCC3	-21.1	-2.5	4.3	2.6	-2.3	2.4	-2.9	-2.6	-2.2	-1.2
O=C(CN1CCCC1)Nc1ccc(NC(=O)Nc2ccccc2)cc1	-3.5	0.1	4.0	-2.3	-11.6	1.0	1.1	0.1	-0.5	-0.2
Cc1cccc(NC(=O)C2c3ccccc3C(=O)N3CCc4ccccc4C23)n1 (centres undefined)	-9.4	/	7.4	3.3	-6.2	-0.1	-4.4	-2.4	0.3	-0.3
COc1c(O)cccc1-c1nnn(CCC(=O)OCC(=O)c2ccccc2)n1	-12.5	-1.7	-10.1	-6.8	13.1	16.1	-0.8	-5.0	-1.4	-0.2
CC(C)(C)NC(=O)CSc1ncccc1-c1nc2ccccc2[nH]1	-5.7	-2.4	-6.7	1.4	5.5	-2.1	-2.6	1.5	-10.1	0.5
